# Screening data as filed in PubChem BioAssay.
# HT1080-NT tox = qHTS for induction of synthetic lethality in tumor cells producing 2HG: qHTS for the HT-1080-NT fibrosarcoma cell line; HT-1080-NT fibrosarcoma viability, CellTiter-Glo ATP luminescence, 48 h; hit rate 1.6% among 360,000; Potency, µM (titrated, usually from 46.1 µM), for inactives: at the highest dose activity, negative = less viability, hits mostly cytotoxic;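 also: NT is the 2HG producing partner of a matched IDH1 knockdown line; potency is read from the fitted curve at half-maximal effect; 0% = DMSO-treated cells and -100% = media-only wells without cells; nearly all actives have a fitted effect of over 55% in size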
#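 HT-1080-NT; 750 cells/well; 5% FBS RPMI; 48 h compound, 37 degrees C; CellTiter-Glo luminescence; curve fitting and curve-class assignment.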
# KB-3-1 cytotox = qHTS assay for MDR1-selective chemotherapeutics: Primary screen using the parental adenocarcinoma cell KB-3-1 | Potency, µM (top dose mostly 46.1 µM), for inactives: top-dose activity change, negative = cytotoxic, hits mostly cytotoxic | KB-3-1 viability, CellTiter-Glo ATP luminescence, 72 h | hit rate 1.4% among 400,000; also: potency is read from the fitted curve at half-maximal effect; % is scaled to controls: 0 for no effect and ±100 for the full control effect; nearly all actives have a fitted effect of over 60% in size
#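 72 h, 37 °C compound treatment of KB-3-1 parental cells; CellTiter-Glo added, 10 min, luminescence read. Data corrected against DMSO-only plates and normalized before curve fitting.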
# IL1B secr inh = qHTS for Inhibitors of Inflammasome Signaling: IL-1-beta AlphaLISA Primary Screen. THP-1 LPS/ATP IL-1B secretion, AlphaLISA, 16 h; stronger effect = lower value. activity change, % at 57.5 µM. hit rate 4.7% among 360,000. AID 743279, 2014; in the data active = activity change below about -50%; inconclusive = mostly about -30% to -49%; also: % is scaled to controls: 0 for no effect and ±100 for the full control effect
#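 Secreted IL-1B measured by AlphaLISA bead assay after 16 h compound exposure of THP-1 cells; compounds (final up to 57.5 uM) added 1 h before LPS (250 ng/mL) and ATP (1.25 mM) stimulation; lower signal means less secretion.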
# KB-V1 cytotox = qHTS assay for MDR1-selective chemotherapeutics: Primary screen using the drug-selected MDR subline cells KB-V1 | KB-V1 MDR cells viability, CellTiter-Glo, 72 h | Potency, µM (series often up to 46.1 µM), inactives show at the top dose activity change, negative = cytotoxicity, hits mostly cytotoxic | hit rate 3.4% among 400,000 | AID 1347076, 2019; also: potency is read from the fitted curve at half-maximal effect; % is scaled to controls: 0 for no effect and ±100 for the full control effect; nearly all actives have a fitted effect of over 60% in size
#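 Potencies derive from concentration-effect curves fitted to normalized luminescence (CellTiter-Glo) of KB-V1 cells treated for 72 h at 37 degrees C in phenol-red-free DMEM containing 10% FBS.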
# SW480 rerep = A quantitative high throughput screen for small molecules that induce DNA re-replication in SW480 colon adenocarcinoma cells. SW480 DNA re-replication, Hoechst DNA content imaging, 48 h. Potency, µM (series often up to 46.1 µM), without a hit: at the top dose re-replication activation, usual class: activators. hit rate 1.8% among 340,000. AID 624297, 2012; also: potency is read from the fitted curve at half-maximal effect; % of control where 0% means no effect; nearly all actives have a fitted effect of over 55% in size
#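 Per well, 250 cells were exposed to pinned compound for 48 hr. Nuclear DNA was visualised with Hoechst (40 min, 37 C) and total object intensity recorded by fluorescence scanning.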
# WRN inhibitor = qHTS for Inhibitors of WRN Helicase | Bifunctional 3'-5' exonuclease/ATP-dependent helicase WRN (Homo sapiens), Q14191 | WRN helicase unwinding, fluorescent forked duplex, kinetic | Potency, µM (series often up to 114 µM), inactives show at the highest dose activity change, negative = inhibition, actives largely listed as inhibitors | hit rate 0.46% among 360,000; also: potency is read from the fitted curve at half-maximal effect; % is scaled to controls: 0 for no effect and ±100 for the full control effect; nearly all actives have a fitted effect of over 55% in size
# Target sequence (Q14191 whole entry, looked up): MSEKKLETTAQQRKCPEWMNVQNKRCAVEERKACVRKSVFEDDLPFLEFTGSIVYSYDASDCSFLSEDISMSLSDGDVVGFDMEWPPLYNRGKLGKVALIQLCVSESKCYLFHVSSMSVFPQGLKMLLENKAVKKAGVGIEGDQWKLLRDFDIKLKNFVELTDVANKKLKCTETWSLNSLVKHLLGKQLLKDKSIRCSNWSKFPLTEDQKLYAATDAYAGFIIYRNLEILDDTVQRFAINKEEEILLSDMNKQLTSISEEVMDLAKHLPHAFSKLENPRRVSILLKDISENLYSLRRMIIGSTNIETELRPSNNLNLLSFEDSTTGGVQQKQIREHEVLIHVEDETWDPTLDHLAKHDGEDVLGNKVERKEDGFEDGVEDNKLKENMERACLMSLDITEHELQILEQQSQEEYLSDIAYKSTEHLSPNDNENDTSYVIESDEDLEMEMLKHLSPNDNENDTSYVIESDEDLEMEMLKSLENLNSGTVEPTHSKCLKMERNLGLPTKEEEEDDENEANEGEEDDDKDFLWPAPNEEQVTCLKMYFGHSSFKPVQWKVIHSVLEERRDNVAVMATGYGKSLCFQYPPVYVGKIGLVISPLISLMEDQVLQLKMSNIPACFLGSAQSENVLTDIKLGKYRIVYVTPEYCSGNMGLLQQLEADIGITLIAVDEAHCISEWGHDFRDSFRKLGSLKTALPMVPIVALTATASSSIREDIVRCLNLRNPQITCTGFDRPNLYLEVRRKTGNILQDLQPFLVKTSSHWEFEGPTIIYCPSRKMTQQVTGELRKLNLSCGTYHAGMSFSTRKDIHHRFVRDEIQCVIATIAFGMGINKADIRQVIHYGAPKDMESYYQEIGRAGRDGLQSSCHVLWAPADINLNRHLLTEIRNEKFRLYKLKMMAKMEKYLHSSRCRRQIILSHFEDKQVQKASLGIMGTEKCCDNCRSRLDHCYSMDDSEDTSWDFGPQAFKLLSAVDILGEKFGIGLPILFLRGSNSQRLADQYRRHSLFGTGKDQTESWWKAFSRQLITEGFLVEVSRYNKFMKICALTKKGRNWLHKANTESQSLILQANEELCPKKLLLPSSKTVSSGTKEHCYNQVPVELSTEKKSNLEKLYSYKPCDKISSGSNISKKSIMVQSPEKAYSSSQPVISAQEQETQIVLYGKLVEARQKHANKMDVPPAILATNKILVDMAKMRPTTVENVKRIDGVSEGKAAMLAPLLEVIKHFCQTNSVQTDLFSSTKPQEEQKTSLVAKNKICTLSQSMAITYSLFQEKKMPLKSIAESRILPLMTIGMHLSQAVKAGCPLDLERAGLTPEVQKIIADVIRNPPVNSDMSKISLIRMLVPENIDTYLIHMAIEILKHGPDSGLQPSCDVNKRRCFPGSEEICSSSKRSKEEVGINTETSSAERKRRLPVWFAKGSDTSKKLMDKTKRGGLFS
#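 Kinetic red-fluorescence monitoring (525/598 nm) tracks WRN helicase activity after 100 nM fluorophore-quencher forked duplex and 2 mM ATP are added to 20 nM enzyme pretreated 15 min at room temperature with compound.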
# ATXN2 expr inh = Primary qHTS for Inhibitors of ATXN expression; HEK-293 ATXN2-luciferase reporter, luminescence, 24 h; Potency, µM (series often up to 57 µM), without a hit: top-dose activity change, negative = inhibition, hits mostly inhibitors; hit rate 0.72% among 360,000; AID 1745845, 2022; also: potency is read from the fitted curve at half-maximal effect; % is scaled to controls: 0 for no effect and ±100 for the full control effect; nearly all actives have a fitted effect of over 55% in size
#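 ATXN2-luciferase reporter cells (luciferase flanked by upstream and downstream ATXN2 gene portions) were treated 24 h at 37 °C with compounds at up to 57 uM. SteadyGlo luminescence gave expression; GF-AFC fluorescence gave viability.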
# HT1080 IDH1KD tx = qHTS for induction of synthetic lethality in tumor cells producing 2HG: qHTS for the HT-1080-IDH1KD cell line | Potency, µM (doses to about 46.1 µM), without a hit: at the highest dose activity, negative = toxicity, usual class: cytotoxic | AID 686971, 2013 | hit rate 2% among 360,000 | HT-1080 IDH1 knockdown viability, ATP luminescence, 48 h;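 also: potency is read from the fitted curve at half-maximal effect; 0% = DMSO wells and -100% = cell-free medium wells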
#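 IDH1KD HT-1080 cells, 750/well, RPMI + 5% FBS; compound pinned after 2 h settling; 48 h, 37 °C; CellTiter-Glo luminescence; % activity normalised to DMSO and no-cell wells; curves fitted, classed by r2 and efficacy.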
# MCF10A rerep = A quantitative high throughput screen for small molecules that induce DNA re-replication in MCF 10a normal breast cells | MCF 10A DNA re-replication, Hoechst nuclear intensity, 48 h | Potency, µM (top dose mostly 46.1 µM), for the others: at the top dose activity, positive = re-replication, hits mostly activators | hit rate 2.9% among 350,000 | AID 624296, 2012; also: potency is read from the fitted curve at half-maximal effect; % of control where 0% means no effect; nearly all actives have a fitted effect of over 50% in size
# An asterisk follows results filed as active; ? = inconclusive; / = not tested or not shown; [ ] = remark or other dose. Unless noted, calls follow the shape of the dose curve; as a rule, active = well fitted curve in the direction sought with a large enough effect; inconclusive = small, poorly fitted or top-dose-only effect, or another doubt; inactive = no such curve, though single readings can be large; an effect the other way counts as inactive or inconclusive.
SMILES,HT1080-NT tox,KB-3-1 cytotox,IL1B secr inh,KB-V1 cytotox,SW480 rerep,WRN inhibitor,ATXN2 expr inh,HT1080 IDH1KD tx,MCF10A rerep
COc1ccc(N(CC(=O)Nc2ccc(C(N)=O)cc2)S(=O)(=O)c2ccc(C)c([N+](=O)[O-])c2)cc1,-1%,10%,32,0%,-1%,-7%[57.1 µM],-21%,-7%,22%
CCOc1ccc(NC(=O)C2CCCN2C(=O)OCc2ccccc2)cc1 (stereo not drawn),10%,14%,5,-4%,0%,-10%,-7%[11.3 µM],27%,-3%
COc1ccc(N(CC(=O)NCCSc2ccccn2)S(=O)(=O)c2ccc(C)cc2)cc1OC,-11%,23%,12,?,-13%,8%,-5%,-6%,?
Cc1cc(C)nc(/N=C(\N)C2=C(O)CC(C)(C)CC2=O)n1,4%,10%,-27,-6%,-19%,6%,16%,-6%,13%
CN1CCN(C(=O)/C(=C/c2ccco2)NC(=O)c2ccccc2)CC1,0%,14%,19,-4%,-6%,3%,14%,4%,4%
CCC(c1nnnn1-c1ccc2c(c1)OCCO2)N1CCN(c2ccccc2)CC1 (stereo not drawn),1%,?,26,0%,/,3%,-17%,-8%,/
CC(C)(C)NC(=O)CN(C(=O)CS(=O)CC(=O)Nc1ccc(F)cc1)c1ccc(Cl)cc1 (stereo not drawn),4%,11%,-2,0%,3%,13%,7%,4%,-19%
CCC(CC)NC(=O)COc1ccc(OC)cc1C=O,2%,8%,31,5%,4%,-3%,13%,3%,-25%
O=C(/C=C/c1ccc2c(c1)OCO2)N1CCOCC1,-2%,2%,9,0%,1%,2%,8%,-3%,-2%
CCN1CCN(C(=O)C2COc3ccccc3O2)CC1 (stereo not drawn),0%,10%,18,?,1%,-6%,4%,-2%,17%
CCOC(=O)c1[nH]c(C)c(C(=O)NC2CCCCC2)c1C,12%,-3%,-1,4%,/,3%,4%,13%,/
O=C(O)c1cc2c([nH]c1=O)CCCC2,-4%,3%,-6,12%,-9%,7%,-9%,-5%,1%
N#CC(C(=O)Nc1ccc(Cl)c(Cl)c1)=C1Nc2ccccc2N1,?,-10%,-20,-30%,8%[9.22 µM],-1%,-28%,?,?
Clc1ccc(CN2CCN(c3ncccn3)CC2)c(Cl)c1,?,-8%,-12,-18%,?,9%,-21%,-16%,23µM*
COc1ccc2cc(CN(Cc3cccnc3)Cc3nnnn3Cc3ccccc3)c(=O)[nH]c2c1,3%,-12%,-10,6%,-5%,-17%,-3%,-4%,3%
O=C(O)CSCC(=O)N1CCCN(c2ccc(C(F)(F)F)cn2)CC1,3%,1%,27,1%,4%,4%,6%,6%,0%
COc1ccc(Br)cc1CNc1ccc2[nH]c(=O)[nH]c2c1,-19%,-18%,-61*,-5%,-1%,3%,1%,-18%,-16%
CCOC(=O)c1cnc2ccc(C)cc2c1NCCO,-1%,0%,-16,0%,-4%,-16%,-21%,-14%,-6%
CCOC(=O)N1CCC(NC(=O)C2CCCN(S(=O)(=O)c3cccnc3)C2)CC1 (stereo not drawn),23%,0%,18,6%,0%,6%,-13%,-1%,22%
CCOc1ccc(N2CC(NS(=O)(=O)c3cccnc3)CC2=O)cc1 (stereo not drawn),4%,3%,10,24%,?,3%,0%,5%,-3%
CCN(c1ccccc1)S(=O)(=O)c1nnc(NC(=O)c2ccccc2OC)s1,3%,14%,0,-22%,-4%,-5%,7%,0%,0%
O=C(Cn1c(=O)oc2cc(S(=O)(=O)NCc3ccccc3)ccc21)N1CCCC1,23%,26%,16,2%,-5%,-4%,7%,26%,-1%
COc1cc(NCC2COc3c(ccc(OC)c3OC)C2=O)c([N+](=O)[O-])cc1OC (stereo not drawn),-14%,13%,-9,?,/,3%[57.1 µM],-12%,-6%,/
C/C(=N\NC(=O)CCC(=O)NCc1ccccc1)c1ccc([N+](=O)[O-])cc1,0%,/,11,/,-3%,-9%,-10%,6%,17%
COCCN1C(=O)CSCC1(C)C(=O)NC(C)C (stereo not drawn),25%,6%,1,7%,/,-3%,/,10%,/

# Part of the list above, showing only KB-3-1 cytotox:
SMILES | KB-3-1 cytotox
O=C(/C=C/c1ccc2c(c1)OCO2)N1CCOCC1 | 2%
CCN1CCN(C(=O)C2COc3ccccc3O2)CC1 (stereo not drawn) | 10%
CCOC(=O)c1[nH]c(C)c(C(=O)NC2CCCCC2)c1C | -3%

# Next part:
SMILES,HT1080-NT tox,KB-3-1 cytotox,IL1B secr inh,KB-V1 cytotox,SW480 rerep,WRN inhibitor,ATXN2 expr inh,HT1080 IDH1KD tx,MCF10A rerep
CC(C)NS(=O)(=O)c1ccc2c3c(cccc13)CC2,-8%,-3%,57,-27%,1%,10%[57.1 µM],1%,-3%,-1%
CC1(OC(=O)C2CCCC2)C(=O)C=C2C=C(c3ccsc3)OC=C2C1=O (stereo not drawn),11%,8%,8,12%,-22%[9.22 µM],?,1%,4%,-4%
COc1cc(C(=O)NCc2nnc(SCC(=O)Nc3cccc(C(F)(F)F)c3)o2)cc(OC)c1OC,8%,2%,-16,?,-13%,-2%,1%,-5%,-1%
COc1cccc(-c2ncc3ccccc3c2COC(=O)c2ccccc2C(=O)O)c1,5%,-9%,16,0%,-61%[inhibitor][9.22 µM],0%,-1%,16%,-1%
CN(CC(=O)Nc1ccc(F)cc1)C(=O)c1cc(-c2cccs2)nn1-c1ccccc1,-4%,6%,-1,0%,-9%,6%,-4%,-3%,?
O=C(CCc1ccccc1)NC(NC(=S)Nc1ccc(Br)cc1)C(Cl)(Cl)Cl (stereo not drawn),18µM*,-23%,-2,-26%,-2%,-4%,?,?,-4%
Nc1nc(C(=O)N2CCOCC2)nn1C(=O)c1ccc(Cl)cc1,4%,-4%,-2,1%,1%,-6%,3%,11%,5%
N#C/C(=C\c1cn[nH]c1-c1ccccc1)C(=O)NC1CCCCCC1,-8%,-5%,-11,-6%,6%,-1%,-16%,?,4%
CCc1ccc(NC2=NC(C(=O)c3ccccc3)CC(=O)N2)cc1 (stereo not drawn),10%,7%,6,?,-5%,1%,-21%,7%,-2%
NCc1ccccc1,2%,0%,-12,12%,?,-10%,1%,1%,-12%
CCc1ccc(C(C)NC(=O)C2CCCC2)cc1 (stereo not drawn),6%,-3%,-4,4%,-1%,2%,-4%,4%,11%
CCOc1ccc(N2C(=O)CC(NC3CCCCNC3=O)C2=O)cc1 (stereo not drawn),14%,7%,14,-12%,-2%,-33%[57.1 µM],-5%,17%,3%
CC(Oc1ccccc1F)c1nnc(SCC(=O)c2c(N)n(C3CC3)c(=O)[nH]c2=O)o1 (stereo not drawn),4%,-6%,0,3%,1%,-1%,/,11%,0%
COc1cc(NC(=S)Nc2ccc(OC(F)F)cc2)cc(OC)c1,-15%,-5%,-6,-9%,-3%,-1%,-17%,-12%,0%
COc1cc(N=c2ssnc2Cl)cc(OC)c1OC,0%,-15%,2,20%,6%,56µM*,-7%,0%,?
O=C(CN1C(=O)CSc2ncccc21)NCCN1CCOCC1,0%,?,4,?,16%,-12%,0%,8%,21%
Cc1c(C(=O)Nc2c(F)cccc2F)sc2ncn(CC(=O)N3CCCCC3)c(=O)c12,13%,-9%,20,-24%,0%,-7%,2%,-1%,-1%
CCOC(=O)CCNC(=O)N1CCCC(N(C)CCc2ccccc2)C1 (stereo not drawn),2%,7%,0,-4%,-58%[inhibitor],7%,-11%,0%,6%
CN(C)S(=O)(=O)c1ccc(C(=O)NCc2nnc(SCC(=O)N3CCCC3)o2)cc1,-9%,-3%,14,5%,-3%,-34%,-4%,3%,3%

# One compound at a time (already shown). Values in the order: HT1080-NT tox, KB-3-1 cytotox, IL1B secr inh, KB-V1 cytotox, SW480 rerep, WRN inhibitor, ATXN2 expr inh, HT1080 IDH1KD tx, MCF10A rerep
# `COc1cc(N=c2ssnc2Cl)cc(OC)c1OC` as listed: 0%, -15%, 2, 20%, 6%, 56µM*, -7%, 0%, ?
# `COc1cc(NC(=S)Nc2ccc(OC(F)F)cc2)cc(OC)c1` as listed: -15%, -5%, -6, -9%, -3%, -1%, -17%, -12%, 0%

# As entered above:
# SW480 rerep, CN(C)S(=O)(=O)c1ccc(C(=O)NCc2nnc(SCC(=O)N3CCCC3)o2)cc1 stands at -3%
# IL1B secr inh, CCc1ccc(C(C)NC(=O)C2CCCC2)cc1 (stereo not drawn) stands at -4
# ATXN2 expr inh, Cc1c(C(=O)Nc2c(F)cccc2F)sc2ncn(CC(=O)N3CCCCC3)c(=O)c12 stands at 2%
# MCF10A rerep, O=C(CCc1ccccc1)NC(NC(=S)Nc1ccc(Br)cc1)C(Cl)(Cl)Cl (stereo not drawn) stands at -4%

# The order is random (roughly 12% active in at least one column).
